GAA glycogen mod = GAA glycogen-cleavage inhibition or activation. Potency, µM (top dose mostly 76.4 µM), for the others: at the highest dose activity change, negative = inhibition, hits mostly inhibitors. P10253. 300,000 tested, 0.38% active. recombinant GAA, glycogen substrate, Amplex Red glucose oxidase fluorescence;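 further: 0% = full enzyme reaction and -100% = no-enzyme basal signal; the screen sought inhibitors and activators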
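qHTS, 1536-well; enzyme 4 nM final; cpd up to 77 uM; substrate bovine liver glycogen 30 ug; 50 mM citrate/phosphate pH 5.0, 0.01% Tween-20; 37 C, 40 min; Amplex Red detection 45 min RT; Hill fit → AC50.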
Tau fluor counter = counter-screen for tau fibril formation inhibitors | tau K18 P301L Alexa594 fluorescence, heparin fibrillization | Potency, µM (top dose mostly 57.7 µM), without a hit: at the highest dose activity change, negative = decrease | 280,000 tested, 0.93% active | AID 1463; further: on the % scale 0 is the no-effect control and ±100 the full control effect; nearly all actives have a fitted effect of over 55% in size
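Human tau K18 P301L (15 uM unlabeled, 0.24 uM Alexa 594-labeled) in 100 mM sodium acetate pH 7 with 20 uM heparin, 6 hr at 37 C. ThT 30 uM added, 1 hr ambient; Alexa 594 FP and total fluorescence read at 555/632 nm.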
Epigenetic derep = derepresses silenced GFP reporter in murine cells; murine LDR cells, GFP reporter derepression, 30 h; 280,000 tested, 0.2% active; Potency, µM (top dose mostly 53.9 µM), for inactives: top-dose GFP activation, actives largely listed as activators; further: % of control where 0% means no effect; nearly all actives have a fitted effect of over 60% in size
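In this reporter-derepression format, murine cells bearing a silenced integrated CMV-GFP locus incubate with test compound (30 h, 37 C), then are washed and imaged; fluorescent objects of 20–120 um count as induced cells.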
An asterisk follows results filed as active; ? = inconclusive; & = joins results of further samples; [ ] = another dose, or the depositor's remark. The call rests on the fitted dose curve; in most records, active means well fitted curve in the direction sought with a large enough effect; inconclusive means small, poorly fitted or top-dose-only effect, or another doubt; inactive means no such curve, though single readings can be large; an effect the other way counts as inactive or inconclusive. Potency means the concentration at half of the fitted maximal effect. These rows are one share of the data. The share of hits here may be higher or lower than overall.

SMILES	GAA glycogen mod	Tau fluor counter	Epigenetic derep
Cc1ccc(-n2c(=O)c3c(C)c(C)sc3n(CC(=O)NCc3ccccc3)c2=O)cc1C	-12%[76.3 µM]	-4%	?
c1ccc(N2CCN(Cc3nnc(-c4ccc5c(c4)OCO5)o3)CC2)cc1	6%[76.3 µM]	-8%	1.5%
CCn1c(SCc2cccc(Br)c2)nnc1-c1nonc1NC(C)=O	1%[76.3 µM]	-10%	6.5%
COc1ccc(-n2nnnc2C2CCN(S(=O)(=O)c3cc(Cl)ccc3OC)CC2)cc1	7%[76.3 µM]	-28%	0.2%
Cc1oc2ccc(O)c(CN3CCN(C)CC3)c2c1C(=O)Nc1cccc(C(F)(F)F)c1	-11%[76.3 µM]	-17%	3.7%
Cc1c(NC(=O)c2ccc(Cl)cc2)cc(C(C)C)c(O)c1S(=O)(=O)c1ccc(Cl)cc1	-15%[76.3 µM]	-17%	8.6%
CCOc1ccc(/C=C/c2nc(C#N)c(N(C)C)o2)cc1	-7%[76.3 µM]	-15%	4.0%
COCCCNC(=O)c1ccc(-n2c(-c3ccccc3)cc3c2CCCCC3)cc1	2%[76.3 µM]	?	0.8%
Cc1c(/C=C(\C#N)C(=O)Nc2cccc(Cl)c2)c2ccccc2n1Cc1ccccc1	9%[76.3 µM]	?	2.4%
CCc1nc2sc3c(N4CCC(C)CC4)ncnc3c2c2c1CCCC2	1%[76.3 µM]	-2%	1.8%

Among those listed so far, 4 contain four or more nitrogen atoms.
SMILES	GAA glycogen mod	Tau fluor counter	Epigenetic derep
c1ccc(N2CCN(Cc3nnc(-c4ccc5c(c4)OCO5)o3)CC2)cc1	6%[76.3 µM]	-8%	1.5%
CCn1c(SCc2cccc(Br)c2)nnc1-c1nonc1NC(C)=O	1%[76.3 µM]	-10%	6.5%
COc1ccc(-n2nnnc2C2CCN(S(=O)(=O)c3cc(Cl)ccc3OC)CC2)cc1	7%[76.3 µM]	-28%	0.2%
CCc1nc2sc3c(N4CCC(C)CC4)ncnc3c2c2c1CCCC2	1%[76.3 µM]	-2%	1.8%

Next section.
SMILES	GAA glycogen mod	Tau fluor counter	Epigenetic derep
CCCCC12CN3CC(C)(CN(C1)C3c1cc(Br)ccc1O)C2=O (centres undefined)	-1%[76.3 µM]	-14%	-1.5%
CCOc1ccccc1N(CC)C(=O)c1cc2c(=O)n(CC)c3ccccc3c2s1	-10%[76.3 µM]	-13%	0.3%
COc1cc(C2c3c(oc4ccc(C)cc4c3=O)C(=O)N2Cc2ccc(F)cc2)ccc1O (centres undefined)	16%[76.3 µM]	-13%	-1.0%
CCOc1cccc(C(=O)N(Cc2ccc(F)cc2)Cc2ccco2)c1	5%[76.3 µM]	-15%	-0.8%
Cc1ccc(OCCCCn2c(-c3ccc(Cl)cc3)nc3ccccc3c2=O)cc1	-16%[76.3 µM]	-3%	2.4%
O=C(CCS(=O)(=O)c1cc(Br)cc2c1N(C(=O)C1CC1)CC2)NCc1ccc(Cl)cc1	22%[76.3 µM]	-18%	-1.9%
CCn1c2ccccc2c2cc(CN3CCN(Cc4ccc(OC)c(OC)c4)CC3)ccc21	12%[76.3 µM]	-11%	-1.6%
Cc1ccc(-c2noc(CN(C3CCCCC3)S(=O)(=O)c3ccc(Cl)cc3)n2)cc1	-6%[76.3 µM]	?	-1.9%
COc1cc2c(C(=O)N3CCN(c4cccc(C)c4)C(C)C3)cn(CC(C)C)c(=O)c2cc1OC (centres undefined)	?	-8%	-0.2%
CCOc1ccc(NC(=O)Nc2cccc(C)n2)cc1	0%	-13%	3.1%
COc1ccc(NC(=O)C(=O)NCC2(c3ccc(OC)c(OC)c3)CCCC2)cc1	-1%[76.3 µM]	-8%	6.6%
CC(C)CCNC(=O)C1CCN(C(=O)N2CCOc3ccc(Cl)cc32)CC1	3%[76.3 µM]	?	0.0%
CCC(=O)N1CCc2cc(S(=O)(=O)CCC(=O)N3CCN(c4cccc(C)c4C)CC3)ccc21	-6%[76.3 µM]	-2%	-1.9%
COc1ccc(-c2nc(SCC(=O)Nc3ccc4c(c3)OCO4)c(-c3ccccc3)[nH]2)cc1	17%[76.3 µM]	14µM*[quencher]	1.8%
COc1cccc(CNC(=O)CN2C(=O)CCCc3ccccc32)c1OC	-6%[76.3 µM]	-2%	-0.4%
CC1CCN(C(=O)CSc2nc(-c3ccc(F)cc3)cc(C(F)(F)F)n2)CC1	-2%[76.3 µM]	-7%	-1.0%
CC(C)S(=O)(=O)c1oc(-c2ccc(F)cc2)nc1S(=O)(=O)c1ccc(F)cc1	-5%[76.3 µM]	-8%	-1.0%
Cc1ccc(NC(=O)CCc2nc3cccnc3n2-c2ccccc2)cc1	-2%[76.3 µM]	-12%	-2.5%
Cc1cccc(C)c1Nc1c(-c2cccs2)nc2ncccn12	?	-21%	7.2%
O=C(Nc1ccc(Cl)c(C(F)(F)F)c1)C1CCN(S(=O)(=O)c2cccc3nonc23)CC1	-9%[76.3 µM]	?	-0.9%

Going on with the list.
Sequence of screens – GAA glycogen mod | Tau fluor counter | Epigenetic derep
> COc1ccc(-c2cc(C(=O)OC(C)C(=O)c3ccccc3)c3cccc(Cl)c3n2)cc1 (centres undefined)
 : -4%[76.3 µM] | -15% | 1.6%
> Cc1ccc(-n2nc(CO)c(C(=O)NCc3ccccn3)n2)cc1C
 : 14%[76.3 µM] | -4% | -2.9%
> Cc1ccc2nc3c(cc(C#N)c(=O)n3-c3nnc(SCc4ccccc4)s3)c(=O)n2c1
 : 15%[76.3 µM] | -25% | -3.0%
> Cc1ccc(C)n1-c1nnc(N2CCCC(C(=O)Nc3ccccc3Br)C2)s1 (centres undefined)
 : -14%[76.3 µM] | -13% | -2.5%
> CCN(Cc1ccccc1)Cc1c(O)ccc2c(=O)c(-c3ccccc3Cl)c(C(F)(F)F)oc12
 : 7%[76.3 µM] | -11% | 3.8%
> Cc1cc(C)cc(Nc2nnc(-n3nc(C)cc3C)c3ccccc23)c1
 : -7%[76.3 µM] | ? | 0.6%
> CCOc1ccc(CN2C(=O)c3ccccc3Sc3ccc(C(=O)NCc4ccco4)cc32)cc1
 : -17%[76.3 µM] | -22% | 0.5%
> O=C1c2[nH]nc(-c3ccccc3O)c2C(c2cccc(OCc3ccccc3)c2)N1CCO (centres undefined)
 : 14%[76.3 µM] | 1% | 0.0%
> CCC1(C)CC(=O)c2c(ccc3oc(C(=O)Nc4ccc(C(C)=O)cc4)c(C)c23)O1 (centres undefined)
 : 12%[76.3 µM] | -15% | ?
> Cc1ccc(C)c(C(=O)CSc2nc(-c3ccccc3)nc3c2CCCC3)c1
 : -21%[76.3 µM] | -14% | -0.7%
> O=C(Cn1cc(SCc2c(F)cccc2Cl)c2ccccc21)N1CCCCCC1
 : -14%[76.3 µM] | -14% | 0.0%
> CCC(=O)Nc1ccc2nc(SCC(=O)N3CCc4ccccc43)sc2c1
 : 6%[76.3 µM] | ? | 1.9%
> Cc1ccc(S(=O)(=O)c2nc(-c3ccco3)oc2SC(C)C)cc1
 : -10%&-8%[76.3 µM] | ? | -3.8%
> Cc1ccc(S(=O)(=O)c2nnn3c2nc(NC(C)c2ccccc2)c2sccc23)cc1 (centres undefined)
 : 0%[76.3 µM] | -20% | 4.5%
> Cc1cccc(NC(=O)COc2ccc(-c3nn(C)c(=O)c4ccccc34)cc2)c1
 : 3% | -27% | 0.0%
> CCN1CCN(CCCNC(=O)Cn2c(-c3cccs3)cc3cc(F)ccc32)CC1
 : -9%[76.3 µM] | -6% | -1.2%
> CCC(=O)Nc1nnc(S(=O)(=O)N2CCc3ccccc32)s1
 : 17%&9%[76.3 µM] | -30% | 1.4%
> COc1ccc(CCN2C(=O)N(c3cccc(OC)c3)C(=O)C2CC(=O)Nc2ccccc2)cc1 (centres undefined)
 : -13%[76.3 µM] | ? | 3.5%
> COc1cc2nc(SCc3ccc(C)cc3)n3nc(CCn4nc(C)cc4C)nc3c2cc1OC
 : 3%[76.3 µM] | -10% | 0.4%
> CCCCc1ccc(C(=O)N/C(=C\c2ccc(C)cc2)C(=O)NC2CCCCC2)cc1
 : -16%[76.3 µM] | 1% | -0.5%
> CCOc1ccc(NC(=O)CCc2c(C)nc3cc(-c4ccccc4OC)nn3c2C)cc1
 : 14%[76.3 µM] | -20% | 9.7%
> CC(C)(C)OC(=O)N1CCC(c2c(C(=O)N3CCN(C(=O)c4ccco4)CC3)cnn2-c2ccc(F)cc2F)CC1
 : 4%[76.3 µM] | -13% | -1.3%
> COc1cccc(N2CCN(C(=O)Cn3ncc4c(=O)oc5ccccc5c43)CC2)c1
 : -4%[76.3 µM] | -18% | -2.9%
> O=C(Cc1ccccc1)Nc1sc2c(c1C(=O)Nc1ccc(Br)cc1)CCC2
 : 1%[76.3 µM] | -13% | 0.8%
> COc1cc(NC(=O)N2CCC(CN3CCOCC3)CC2)cc(OC)c1OC
 : 12%[76.3 µM] | 2% | -1.2%
> O=C(Nc1ccc2nc(SCC(=O)N3CCc4ccccc43)sc2c1)c1ccc(Cl)cc1
 : 18%[76.3 µM] | -17% | ?
> CCN(CC)CCCNC(=O)Cn1nc(C)n2c(cc3sccc32)c1=O
 : 15%[76.3 µM] | 10% | 1.4%
> COc1ccccc1CNc1ncnc2onc(-c3ccc(Cl)cc3)c12
 : -13%[76.3 µM] | -19% | -0.2%
> CN(C)CCNC(=O)CCCn1c(=O)c2cccn2c2ccccc21
 : 8%[76.3 µM] | -29% | 0.0%
> COc1ccc(Cl)cc1CNCCSc1nnnn1C
 : 13%[76.3 µM] | -11% | -1.1%
> Cc1ccccc1NC(=O)Cn1c(=O)n(Cc2ccccc2)c(=O)c2sc3ccccc3c21
 : 5%[76.3 µM] | -18% | 2.4%
> COc1ccc(CCNC(=O)c2ccc3c(c2)N(Cc2ccccc2)CCS3)cc1OC
 : -12%&1%[76.3 µM] | ? | 0.6%
> COc1ccc(-c2nc(CNS(=O)(=O)c3ccc(F)cc3)cs2)cc1
 : -2%[76.3 µM] | ? | -3.4%
> Cc1ccc(NC(=O)c2ccc3c(c2)NC(=O)c2ccccc2S3)cc1
 : 1%[76.3 µM] | -29% | 0.8%
> CCOc1ccc(-c2cc(C(F)(F)F)c(C#N)c(SCC(=O)Nc3ccccc3)n2)cc1
 : 8%[76.3 µM] | -1% | ?
> Cc1ccc(NC(=O)CCCn2c(=O)c3cccn3c3ccccc32)cc1Cl
 : -14%[76.3 µM] | -15% | 1.4%
> COc1cc(NC(=O)CCCOc2cc(=O)n(C)c3ccccc23)cc(OC)c1OC
 : -9%[76.3 µM] | -11% | 3.3%
> CC(C)N(C(=O)CSc1cn(CC(=O)N2CCCCCC2)c2ccccc12)C(C)C
 : 17%[76.3 µM] | -7% | -1.2%
> CCOc1cc(C2CC(=O)Nc3cc4c(cc32)OCCO4)ccc1O (centres undefined)
 : ? | -14% | 0.7%
> Cc1cc(C)cc(-n2c(C)cc(C(=O)C(=O)Nc3nnc(C)s3)c2C)c1
 : 9%[76.3 µM] | -1% | -1.0%
> CC1(c2ccccc2)CC(C)(C)N(C(=O)c2cccc(Cl)c2)c2ccccc21 (centres undefined)
 : -6%[76.3 µM] | -4% | -0.8%
> Cc1cccc(CS(=O)(=O)c2ncc(Cl)c(C(=O)Nc3nc4ccc(F)cc4s3)n2)c1
 : -7%[76.3 µM] | -23% | -4.3%
> Cc1ccc(C)c(CN2C(=O)c3ccccc3S(=O)c3ccc(C(=O)N4CCC(C)CC4)cc32)c1 (centres undefined)
 : -7%[76.3 µM] | -9% | -1.1%
> COc1cc(Cl)c(S(=O)(=O)NCCc2c(C)[nH]c3c(C)cccc23)cc1Cl
 : -16%[76.3 µM] | 16µM*[quencher] | -1.1%
> COc1ccc(NC(=O)C(NS(=O)(=O)c2cccc3nsnc23)c2ccccc2)cc1 (centres undefined)
 : 16%[76.3 µM] | -27% | -1.7%
> CC1CCN(c2nc3ccc(C(=O)NCCc4ccc(S(N)(=O)=O)cc4)cc3s2)CC1
 : 11%[76.3 µM] | 5% | 4.8%
> COc1cc(NC(=O)c2cc(C)nc3c2c(C)nn3-c2ccccc2Cl)cc(OC)c1
 : 4%[76.3 µM] | -29% | -1.1%
> Cc1ccc(CSc2oc(-c3ccco3)nc2S(=O)(=O)c2ccc(C)cc2)cc1
 : -7%[76.3 µM] | ? | 0.1%
> Cc1cccc(CCNC(=O)c2cc3c(s2)-c2c(C)cccc2OC3)c1
 : 11%[76.3 µM] | -13% | 1.4%
> Cc1c(C(=O)Nc2nc(-c3ccc(F)cc3)ns2)oc2ccc(Br)cc12
 : 5%[76.3 µM] | -4% | 0.1%
